# GCN5L2 inh: inhibitors of human GCN5L2 histone acetyltransferase | Q92830 | Potency, µM (series often up to 58.9 µM), inactives show at the top dose activity change, negative = inhibition, actives largely listed as inhibitors | 390,000 tested, 0.21% active | GCN5L2 HAT assay, ThioGlo1 CoA-SH fluorescence; active means well fitted inhibition curve with a large enough effect; inconclusive means small, poorly fitted or top-dose-only effect, or another doubt; inactive means no such curve, though single readings can be large or run the other way
# Target sequence (Q92830 whole entry, looked up): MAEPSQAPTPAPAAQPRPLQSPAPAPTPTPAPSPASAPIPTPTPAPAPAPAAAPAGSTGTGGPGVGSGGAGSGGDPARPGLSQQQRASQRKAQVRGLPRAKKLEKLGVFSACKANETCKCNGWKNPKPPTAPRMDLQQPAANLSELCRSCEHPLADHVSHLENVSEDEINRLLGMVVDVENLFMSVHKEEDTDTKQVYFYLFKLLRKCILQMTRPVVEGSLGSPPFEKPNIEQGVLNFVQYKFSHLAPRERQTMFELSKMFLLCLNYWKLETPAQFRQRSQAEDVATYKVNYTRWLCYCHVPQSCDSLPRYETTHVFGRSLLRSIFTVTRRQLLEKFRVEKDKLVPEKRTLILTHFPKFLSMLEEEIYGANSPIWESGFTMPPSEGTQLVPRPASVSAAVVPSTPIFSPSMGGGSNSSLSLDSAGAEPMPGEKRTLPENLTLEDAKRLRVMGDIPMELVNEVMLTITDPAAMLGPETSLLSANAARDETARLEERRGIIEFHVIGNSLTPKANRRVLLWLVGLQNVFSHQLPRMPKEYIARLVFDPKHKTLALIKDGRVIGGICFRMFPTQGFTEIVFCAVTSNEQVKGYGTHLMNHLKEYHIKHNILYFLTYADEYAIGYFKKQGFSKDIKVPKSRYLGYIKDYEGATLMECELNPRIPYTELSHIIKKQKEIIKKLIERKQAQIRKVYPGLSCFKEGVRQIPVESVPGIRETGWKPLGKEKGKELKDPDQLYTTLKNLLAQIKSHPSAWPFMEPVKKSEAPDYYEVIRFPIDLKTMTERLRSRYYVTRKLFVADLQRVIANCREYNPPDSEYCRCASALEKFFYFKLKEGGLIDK
#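 Preincubate 20nM GCN5L2 with compound 15 min, RT → add 50uM ThioGlo1 + 75uM H3(1-25) + 70uM acetyl-CoA → read fluorescence 0 and 20 min. Primary qHTS; fluorescent artifacts likely.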
# * = called active by the depositor; ? = inconclusive; & = joins results of further samples; [ ] = remark or other dose. On the % scale 0 is the no-effect control and ±100 the full control effect; potency means the concentration at half of the fitted maximal effect. These rows are one share of the data; the hit share may differ from the screen's.
# The opening two compounds as a preview:
SMILES,GCN5L2 inh
CCOc1ccc(-c2cc(C)n3nc(C(=O)Nc4cc(Cl)ccc4O)cc3n2)cc1,-25.4%
C#CCOCCOCCOCCNc1nc(N2CCN(C(=O)CCCCCCCCCCNC(=O)[C@H]([C@@H](C)CC)n3cc(CCCCCN)nn3)CC2)nc(N2CCN(C(=O)CCCCCCCCCCNC(=O)[C@H]([C@@H](C)CC)n3cc(CCCCN=C(N)N)nn3)CC2)n1,-13.0%

# This part in full, from the start:
SMILES,GCN5L2 inh
CCOc1ccc(-c2cc(C)n3nc(C(=O)Nc4cc(Cl)ccc4O)cc3n2)cc1,-25.4%
C#CCOCCOCCOCCNc1nc(N2CCN(C(=O)CCCCCCCCCCNC(=O)[C@H]([C@@H](C)CC)n3cc(CCCCCN)nn3)CC2)nc(N2CCN(C(=O)CCCCCCCCCCNC(=O)[C@H]([C@@H](C)CC)n3cc(CCCCN=C(N)N)nn3)CC2)n1,-13.0%
CC(=O)[C@H]1CC[C@H]2[C@@H]3C=CC4=CC(=O)CC[C@@]4(C)[C@H]3CC[C@]12C,6.5%[21.4 µM]
CC[C@H](C)[C@H](NC(=O)[C@H](CC(=O)O)NC(=O)[C@H](CC(C)C)NC(=O)[C@H](Cc1cnc[nH]1)NC(=O)[C@H](C)NC(=O)[C@H](Cc1ccccc1)NC(=O)[C@H](Cc1ccc(O)cc1)NC(=O)[C@@H](NC(=O)[C@H](C)NC(=O)[C@H](CCC(=O)O)NC(=O)[C@H](CCCCN)NC(=O)[C@H](CC(=O)O)NC(=O)[C@H](CCSC)NC(=O)[C@H](CC(C)C)NC(C)=O)C(C)C)C(=O)N[C@H](C(=O)N[C@@H](Cc1c[nH]c2ccccc12)C(=O)O)[C@@H](C)CC,0.0%
O=C1CCCC2=C1C(c1ccccc1)C1=C(CCCC1=O)O2,-7.7%
O=C(Nc1ccnn1C1CCN(Cc2cc3ccccc3[nH]2)CC1)C1CCOC1 (stereo unspecified),-7.0%
N#C/C(=C\c1ccc(-c2cc(Cl)ccc2Cl)o1)C(=O)Nc1cccc2ncccc12,-16.9%
Cc1cc(C)c(NC(=O)CCS(=O)(=O)c2cc3c(cc2Cl)NC(=O)CO3)c(C)c1,-12.2%
Cc1ccc(Sc2ccccc2CN(C)C)c(N)c1,44.8%[activator]
O=C(Nc1ccc(S(=O)(=O)Nc2ncccn2)cc1)c1cccc(Cl)c1,-3.5%
COC(=O)Sc1nnc(-c2ccc(Br)cc2)o1,0.0%
COc1cc(/C=C2/C(=N)N3C(=NC2=O)SN=C3S(C)(=O)=O)ccc1OS(=O)(=O)c1ccccc1,-30.4%
O=C(N/N=C/c1cc([N+](=O)[O-])ccc1O)c1cccc2ccccc12,?
COc1ccc([C@]23Cc4c(ccc5ccccc45)C(O2)C2=C(CCCC2=O)O3)cc1,-3.0%[12.7 µM]
O=C(CCC(=O)N(CC(=O)NC1CCCC1)Cc1ccc2c(c1)OCO2)Nc1nccs1,-1.1%
COc1ccc(C2c3c(nc[nH]c3=O)Oc3nc[nH]c(=O)c32)cc1,-10.1%
CCC(CC)C(=O)Nc1cccc(SC)c1,0.0%
COc1cnc(-c2ccccn2)nc1Oc1cccc(C(F)(F)F)c1,-0.2%
COC(=O)c1cc2c(=O)n3ccccc3nc2n(C)c1=N,-26.3%
O=S(=O)(c1ccc2c(c1)OCCO2)N1CCN(c2nc(-c3cccnc3)nc3ccccc23)CC1,-2.2%
COC(=O)CSc1nnc2n(-c3ccccc3)c(=O)c3c4c(sc3n12)COC(C(C)C)C4 (stereo unspecified),17.8%
Cc1c(Cl)cccc1NC(=O)CSc1ncc(S(=O)(=O)c2ccc(C(C)C)cc2)c(=O)[nH]1,?
Cc1cc(C)c(S(=O)(=O)c2ccccc2Cl)c(Cl)n1,-18.8%
COc1ccc(/C(C)=N/Nc2cc(C(F)(F)F)ccc2Cl)c(OC)c1,-5.4%

# Three compounds already listed, arranged by their value in GCN5L2 inh, largest number first:
SMILES | GCN5L2 inh
CCC(CC)C(=O)Nc1cccc(SC)c1 | 0.0%
COc1cnc(-c2ccccn2)nc1Oc1cccc(C(F)(F)F)c1 | -0.2%
Cc1cc(C)c(S(=O)(=O)c2ccccc2Cl)c(Cl)n1 | -18.8%

# Next section.
SMILES,GCN5L2 inh
CCc1ccc(S(=O)(=O)N(C(C)=O)c2ccc3oc4c(c3c2)CCCC4)cc1,-3.2%
CC(C)(O)c1ccccc1CC[C@H](SCC1(CC(=O)O)CC1)c1cccc(/C=C/c2ccc3ccc(Cl)cc3n2)c1,20µM*
O=C(CCNS(=O)(=O)c1cccc2nsnc12)N1CCN(c2ccccn2)CC1,0.0%
FC(F)Oc1ccc(/C=N/N2CCCCC2)c(OC(F)F)c1,-4.6%
Cc1ccc(NC(=O)C(=O)NCc2ccc(/C=N/NC(=O)c3c(C)nc4cc(C)ccn34)o2)cc1,-2.1%
CCOC(=O)N1CCN(C(=O)CSc2ccc(-c3cccnc3)nn2)CC1,-4.1%
Oc1cc(-c2cccnc2)cc2cccnc12,-8.3%&-3.5%
Cc1cc(N2CCN(C3CCCC3)CC2)n2ncc(-c3ccccc3)c2n1,2.0%
Cc1noc(C)c1-c1ccc2ncnc(NC(C)c3ccco3)c2c1 (stereo unspecified),2.1%
Cc1ccc(C)c(N2CCN(C(=O)CCS(=O)(=O)c3cc4c(cc3Cl)NC(=O)CO4)CC2)c1,-4.3%
O=c1c2ccccc2oc2nc3ccn(Cc4ccncc4)c(=O)c3cc12,-22.5%
O=C(CCC1CCCNC1)c1ccccc1 (stereo unspecified),1.6%
CCCCCCN(C(=O)CCCCCN1C(=O)NC(c2ccc(-c3ccccc3)cc2)C(C(=O)OCc2ccccc2)=C1C)C(C(=O)NCCCC)c1ccc(OCC(=O)OC)cc1 (stereo unspecified),-3.3%
Cc1[nH][nH]c(=O)c1C(c1ccc(-c2ccc(Cl)cc2Cl)o1)c1c(C)[nH][nH]c1=O,-0.6%
O=C1CSC(=S)N1c1ccc(F)cc1,1.4%
Cc1noc(C)c1CSCC(=O)Nc1ccccc1N1CCCCC1,-18.3%
C[C@H]1OC(OC2C(O)[C@@H](O)C(OC3C(O)[C@@H](O)C(O)O[C@@H]3CO)O[C@@H]2CO)[C@H](O)C(O)C1N[C@H]1C=C(CO)[C@@H](O)[C@H](O)C1O (stereo partly specified),-6.8%
Cc1cccc(CNc2ncnc3ccc(-c4cccc(Cl)c4)cc23)c1,-16.5%
COc1ccc(/C(O)=C2/C(=O)C(=O)N(CCCN(C)C)C2c2cccnc2)cc1 (stereo unspecified),0.3%
CCc1ccc(NCc2cc3cc(OC)c(OC)cc3n(CC(=O)Nc3ccc(F)cc3)c2=O)cc1,-12.9%
Cc1cccc(CNC(=O)CN2CC(C)Sc3ccccc32)c1 (stereo unspecified),-4.9%
O=c1c(C=NCCN2CCNCC2)c(-c2ccccc2)[nH]n1-c1ccc([N+](=O)[O-])cc1,1.2%
CCCCCCC12CCC(C(=O)O)(CC1)CC2,-5.4%
COC(=O)c1ccc2c(c1)N(CC(=O)Nc1ccc(OC)c(Cl)c1)C(=O)c1ccccc1S2,-9.6%
CC(=O)Oc1ccc(N2C(=O)C3C(C2=O)C2(C)C=CC3(C)O2)cc1 (stereo unspecified),?
COc1ccccc1/C=C/C=N/NC(=O)c1ccc2nc[nH]c2c1,-7.5%
COc1cc2c(cc1OC)C1O[C@](CCCCN3C(=O)c4ccccc4C3=O)(C2)OC2=C1C(=O)CC(C)(C)C2,-8.0%[12.7 µM]
CSCC[C@H](NC(=O)[C@H](CCC(N)=O)NC(=O)[C@H](CCCCN)NC(=O)[C@H](CCCNC(=N)N)NC(=O)[C@H](Cc1ccc(O)cc1)NC(=O)[C@H](CCCNC(=N)N)NC(=O)[C@H](CO)NC(=O)[C@H](Cc1ccc(O)cc1)NC(=O)[C@H](CO)NC(=O)[C@H](CC(=O)O)NC(=O)[C@@H](NC(=O)[C@@H](N)Cc1ccccc1)[C@@H](C)O)C(=O)N[C@@H](C)C(=O)N[C@H](C(=O)N[C@@H](CCCCN)C(=O)N[C@@H](CCCCN)C(=O)N[C@@H](Cc1ccc(O)cc1)C(=O)N[C@@H](CC(C)C)C(=O)N[C@@H](C)C(=O)N[C@@H](C)C(=O)N[C@H](C(=O)N[C@@H](CC(C)C)C(=O)NCC(=O)N[C@@H](CCCCN)C(=O)N[C@@H](CCCNC(=N)N)C(=O)N[C@@H](Cc1ccc(O)cc1)C(=O)N[C@@H](CCCCN)C(=O)N[C@@H](CCC(N)=O)C(=O)N[C@@H](CCCNC(=N)N)C(=O)N[C@H](C(=O)N[C@@H](CCCCN)C(=O)N[C@@H](CC(N)=O)C(=O)N[C@@H](CCCCN)C(N)=O)C(C)C)C(C)C)C(C)C,-14.9%
Cn1c(SCCC#N)nnc1-c1ccc(F)cc1,8.5%
Cc1nc(C)c(CCNS(=O)(=O)c2ccc(C)c(C)c2)s1,-6.6%
O=C1[C@@H]2[C@H](Cc3ccc(O)cc3)N[C@]3(C(=O)Nc4ccccc43)[C@@H]2C(=O)N1c1ccc(F)cc1,-2.3%
O=C(O)c1ccc(N[C@@H]2OC[C@@H](O)[C@@H](O)[C@@H]2O)cc1,-0.5%
O=C(CC1Oc2ccccc2NC1=O)NC1CC1 (stereo unspecified),-1.5%
CCN1C/C(=C\c2cccc(C)c2)c2nc3ccccc3c(C(=O)O)c2C1,-9.6%
O=C1NN(c2ccccc2)C(=O)/C1=C/c1cccs1,-10.0%
Cc1ccc2[nH]c(=O)c(CN(CC3CCCO3)C(=O)c3ccco3)cc2c1 (stereo unspecified),-7.5%

# A second format for some results above.
molecule	GCN5L2 inh
Cn1c(SCCC#N)nnc1-c1ccc(F)cc1	8.5%
Cc1ccc2[nH]c(=O)c(CN(CC3CCCO3)C(=O)c3ccco3)cc2c1 (stereo unspecified)	-7.5%

# Continued.
SMILES,GCN5L2 inh
CCCCCCCCCCC(C)=O,0.5%
CCOC(=O)N1CCC(NC(=O)c2cnn(-c3ccc(F)cc3)c2-n2cccc2)CC1,7.8%
C[C@@H]1O[C@@H](OC[C@H]2O[C@@H](Oc3cc(O)c4c(c3)O[C@H](c3ccc(O)c(O)c3)CC4=O)[C@H](O)[C@@H](O)[C@@H]2O)[C@H](O)[C@H](O)[C@H]1O,-18.7%
CCCC[C@H](NC(C)=O)C(=O)N[C@H]1CC(=O)NCCCC[C@@H](C(N)=O)NC(=O)[C@H](Cc2c[nH]c3ccccc23)NC(=O)[C@H](CCCN=C(N)N)NC(=O)[C@@H](Cc2ccccc2)NC(=O)[C@H](Cc2cnc[nH]2)NC1=O,-8.6%
Cc1cc2cc(C)c3nnc(SCC(=O)N4CCCc5ccccc54)n3c2cc1C,1.5%
COc1ccc(O[C@H]2C=C[C@@H](c3ccccc3)O[C@@H]2CO/N=C(\C)CCN2CCc3nc(-c4ccccc4)c(-c4ccccc4)cc3C2)cc1,-11.1%
COc1ccccc1Nc1nc(-c2sc(NC(=O)c3ccc([N+](=O)[O-])cc3)nc2C)cs1,0.0%
Cn1c(=O)c2[nH]c(-c3ccccc3O)nc2n(C)c1=O,-7.1%
CC[C@@H]1C(c2cccc(C)c2)=NN(c2ccc(Br)cc2)[C@H]1C(=O)N1CCOC1=O,?
O=C(O)c1ccc(Cn2c(SCc3cc(=O)n4cc(Br)ccc4n3)nc3ccsc3c2=O)cc1,-13.6%
CC(C)OC(=O)c1c(NC(=O)c2cnn3c2NC(c2ccccc2)CC3C(F)F)sc2c1CCCC2 (stereo unspecified),3.7%
COc1ccc(N2CCN(C(=O)c3ccc4c(c3)NC(=O)C(CSCc3ccc(C)cc3)N4)CC2)cc1 (stereo unspecified),?

# Exported as tab-separated lines: entries from further up.
SMILES	GCN5L2 inh
Cn1c(=O)c2[nH]c(-c3ccccc3O)nc2n(C)c1=O	-7.1%
CC[C@@H]1C(c2cccc(C)c2)=NN(c2ccc(Br)cc2)[C@H]1C(=O)N1CCOC1=O	?

# More results follow:
SMILES,GCN5L2 inh
C[C@@]12CCC(=O)C=C1C=CC1C2CC[C@]2(C)C1CC[C@@]21CCC(=O)O1 (stereo partly specified),9.0%
CCCOC(=O)c1ccc(NC(=O)c2cn(CC)c3nc(C)ccc3c2=O)cc1,-6.0%
COc1ccc(C(=O)N2CCN(C(=O)COc3ccccc3)CC2)cc1OC,-2.5%
C[C@H](NC(=O)[C@@H](Cc1c[nH]c2ccccc12)NC(=O)[C@@H](N)Cc1cnc[nH]1)C(=O)N[C@@H](Cc1c[nH]c2ccccc12)C(=O)N[C@H](Cc1ccccc1)C(=O)N[C@@H](CCCCN)C(N)=O,-28.0%
COc1cc(N(C)C)cc(CN(C)CCc2ccc([N+](=O)[O-])cc2)c1O,?
COc1cc(C2CC(=O)N(CC(=O)Nc3ccccc3F)c3ccccc3S2)cc(OC)c1OC (stereo unspecified),-5.9%
CC(=O)Nc1ccc(NC(=O)Cn2cc3c(n2)CCC(C)C3)cc1 (stereo unspecified),-5.4%
Cc1ccccc1NC(=O)COC(=O)c1cc(=O)c2ccccc2o1,-4.0%
Cn1nnnc1Sc1ncnc2scc(-c3ccc[nH]3)c12,0.6%
CN(C)CCNC(=O)Cc1c(C(=O)O)n(C)c2ccccc12,-5.9%
CC(C)OC(=O)CCC/C=C\C[C@@H]1[C@@H](CC[C@@H](O)CCc2ccccc2)[C@H](O)C[C@@H]1O,-1.3%
CSCC[C@H](NC(=O)[C@@H]1CCCN1C(=O)CNC(=O)[C@H](CCCCN)NC(=O)[C@H](Cc1cnc[nH]1)NC(=O)[C@H](CO)NC(=O)[C@H](CC(C)C)NC(=O)[C@H](CCCN=C(N)N)NC(=O)[C@@H]1CCCN1C(=O)[C@H](CCCN=C(N)N)NC(=O)[C@@H]1CCC(=O)N1)C(=O)N1CCC[C@H]1C(=O)N[C@@H](Cc1ccccc1)C(=O)O,6.2%
Cc1cccn2c(=O)c3cc(C(=O)NCCCN4CCOCC4)n(C)c3nc12,-6.0%
Cc1ccccc1C(=O)NNC(=O)Nc1ccccc1,3.6%
CCCCNC(=O)NS(=O)(=O)c1ccc(CO)cc1,3.9%

# Bioassay records from PubChem.
